CTSL1 counter: counter-screen for PFM18AAP inhibitors: inhibitors of F. hepatica cathepsin L1. recombinant F. hepatica cathepsin L1, Z-Leu-Arg-MCA fluorescence. inhibition, % at 5.96 µM. 0.49% of 300,000 active. AID 1906;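 active = inhibition above the mean of all tested compounds plus 3 SD, set per screening campaign, cut at about 17% in these data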;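 also: 0% = plate median of test compound wells and 100% = 1 µM Z-Phe-Ala-diazomethylketone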
ZTA DNA inh: counter-screen for EBNA-1 inhibitors: inhibitors of Epstein-Barr virus ZTA. inhibition, % at 11 µM. ZTA-DNA binding, fluorescence polarization. P03206. 0.15% of 320,000 active; in the data active = inhibition above about 33%
Target sequence (P03206 whole entry, looked up): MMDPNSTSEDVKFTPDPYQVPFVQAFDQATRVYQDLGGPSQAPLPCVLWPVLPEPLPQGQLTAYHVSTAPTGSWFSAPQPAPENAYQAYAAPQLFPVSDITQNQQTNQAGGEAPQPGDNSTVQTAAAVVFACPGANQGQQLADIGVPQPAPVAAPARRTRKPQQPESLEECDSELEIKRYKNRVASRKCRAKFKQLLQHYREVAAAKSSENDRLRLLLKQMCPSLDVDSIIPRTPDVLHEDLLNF
PP1 counter: PP1-alpha (human) inhibition in PP5 counter-screen; AID 2235; P62136; inhibition, % at 6.7 µM; purified PP1alpha, OMFP fluorescence; 0.9% of 320,000 active;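 active = inhibition above the mean inhibition of all tested compounds plus 3 SD, computed separately for each screening campaign, cut at about 15% in these data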
Target sequence (P62136 whole entry, looked up): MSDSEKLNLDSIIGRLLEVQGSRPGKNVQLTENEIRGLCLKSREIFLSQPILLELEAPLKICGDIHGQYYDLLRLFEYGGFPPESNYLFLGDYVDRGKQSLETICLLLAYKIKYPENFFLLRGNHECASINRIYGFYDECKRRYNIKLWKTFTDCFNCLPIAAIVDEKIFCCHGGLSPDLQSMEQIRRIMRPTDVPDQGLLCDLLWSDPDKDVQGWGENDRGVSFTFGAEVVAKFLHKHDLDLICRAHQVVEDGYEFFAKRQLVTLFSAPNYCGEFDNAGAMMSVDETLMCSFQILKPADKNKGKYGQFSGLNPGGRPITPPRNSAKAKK
EBNA-1 inhibitor: blocks EBNA-1 binding to DNA. 0.34% of 300,000 active. inhibition, % at 14.8 µM. EBNA-1 DNA binding, fluorescence polarization; in the data active = inhibition above about 28%
GASC-1 inh: human JMJD2C demethylase inhibition; Q9H3R0; GST-JMJD2C(1-420) H3K9me3 demethylation, DELFIA europium; inhibition, % at 2.35 µM; 0.069% of 330,000 active;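 active = more than half of a compound's replicate wells show inhibition beyond 50%, single wells judged on their own value; inconclusive = some, but no more than half, of replicates pass 50% inhibition; inactive = no replicate passes 50% inhibition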;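 also: signal counts dimethyl H3K9 product captured on neutravidin plate; 0% = median of DMSO wells and 100% = 0.3 times that DMSO median; strong numbers were not always called active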
Target sequence (Q9H3R0 1-420 limits assumed): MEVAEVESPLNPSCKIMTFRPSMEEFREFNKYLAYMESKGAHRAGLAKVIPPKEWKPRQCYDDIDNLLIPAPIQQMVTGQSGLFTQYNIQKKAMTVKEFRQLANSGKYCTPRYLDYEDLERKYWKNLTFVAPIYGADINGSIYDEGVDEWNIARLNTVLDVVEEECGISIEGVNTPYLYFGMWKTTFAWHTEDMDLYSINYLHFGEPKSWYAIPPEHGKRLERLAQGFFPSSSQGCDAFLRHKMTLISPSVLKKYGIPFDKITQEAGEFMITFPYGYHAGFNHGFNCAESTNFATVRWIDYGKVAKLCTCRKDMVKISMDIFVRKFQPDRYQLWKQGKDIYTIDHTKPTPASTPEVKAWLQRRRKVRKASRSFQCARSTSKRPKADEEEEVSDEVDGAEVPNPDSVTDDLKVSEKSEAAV
TPT1 inh: inhibitors of Candida albicans tRNA 2'-phosphotransferase TPT1; inhibition, % at 5 µM; recombinant caTPT1, FP RNA substrate dephosphorylation; AID 1962; 0.81% of 300,000 active;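 active = inhibition above the mean of all tested compounds plus 3 SD, set per screening campaign, cut at about 24% in these data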;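 also: plate controls were DMSO alone for no effect and ferristatin control at 100 nM for full effect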
core dimer inh: blocks dimerization of HCV core protein; inhibition, % at 5 µM; AID 1899; 0.33% of 300,000 active; TR-FRET GST/Flag-core106 dimerization, 1536-well;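 active = inhibition above the mean of all tested compounds plus 3 SD, set per screening campaign, cut at about 45% in these data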
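Material: Tagged HCV core106 pair (GST and Flag) | Amount: GST-core106 13.5 nM, Flag-core106 17 nM | Medium: KF-containing HEPES buffer, pH 7.45, DTT, CHAPS, BSA | Reagent: Eu donor and XL665 acceptor anti-tag antibodies | Schedule: 4 h at 22.5 °C | Technique: Time-resolved FRET, ex 340 nm, em 617 and 671 nm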
Yeast superoxide: yeast age-related superoxide inhibition as caloric restriction mimetic. S. cerevisiae aged cells, superoxide DHE fluorescence; stronger effect = lower value. superoxide response (% of plate mean), % at 10 µM. 0.18% of 330,000 active;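 active = superoxide response under a set limit, about three screen SD below normal, cut at about 65% in these data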;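 also: yeast aged for seven days with compound at 30 °C before DHE staining; 100% = average MFI of all compound-treated wells on the plate with controls excluded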
PP5 inh: blocks human protein phosphatase 5 activity. purified PP5c, OMFP substrate fluorescence. inhibition, % at 6.7 µM. 0.18% of 320,000 active;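 active = inhibition above the campaign's mean inhibition across all tested compounds plus 3 SD, cut at about 9.5% in these data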;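 also: 0% = DMSO only and 100% = 100 µM cantharidin control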
* = called active by the depositor; u = inconclusive; x = not tested or not shown.

SMILES	CTSL1 counter	ZTA DNA inh	PP1 counter	EBNA-1 inhibitor	GASC-1 inh	TPT1 inh	core dimer inh	Yeast superoxide	PP5 inh
Cc1cc(-c2ccccc2)nc(N/N=C/c2ccc(N(C)C)cc2)n1	8	-4	2	-6	7	5	-13	89	0.9
NC(=O)c1ccsc1NC(=O)c1ccc(S(=O)(=O)N2CCCc3ccccc32)cc1	7	0	2	6	4	2	8	89	3.7
CC(C)c1ccc(NC(=S)Nc2cccc3ccccc23)cc1	1	-8	1	5	7	-1	8	93	4.5
Cc1sc(NC(=O)CSc2nnc(-c3ccc(F)cc3)o2)c(C#N)c1C	0	-7	-1	1	6	0	8	99	-2.4
COc1ccc(-c2cnnn2-c2ccc(NC(=O)c3ccco3)cc2)cc1OC	-2	6	-1	-2	-2	4	1	98	2.9
O=C(Nc1ccccc1C(=O)Nc1ccccc1C(=O)O)c1ccccc1	-8	4	6	5	55	-3	3	124	1.9
O=C(Cn1cnc2c(nnn2-c2cccc(Cl)c2)c1=O)N1CCOCC1	-1	7	-2	5	3	-4	4	103	-0.7
Cc1n[nH]c(=O)nc1NC1CCCCC1	-3	3	0	1	-4	0	-2	82	1.5
Cc1cccc(N(CC(=O)N/N=C/c2ccc(C(=O)O)cc2)S(=O)(=O)c2ccccc2)c1C	0	-6	6	6	-5	3	9	90	-1.1
CC1(C)C(=O)Nc2ccccc2N1C(=O)CSc1ncccn1	4	-2	-4	3	21	2	8	90	1.0
CC/C(=N\Nc1ccnc2cc(Cl)ccc12)c1ccc(O)cc1	0	-21	6	-18	-5	1	-1	89	3.0
CC(=O)c1cccc(NC(=O)CCC2CCCC2)c1	-3	8	-4	-9	-28	3	-6	118	0.0
O=C(Nc1nnc(C2=COCCO2)o1)c1ccc(S(=O)(=O)N2CCCC2)cc1	-1	-10	-1	0	-3	4	-18	118	3.6
COc1ccc(C(=O)ON=C2C=C(C)C(=O)C(C)=C2)cc1	-10	-17	4	1	-3	3	-6	108	5.2
O=C(COC(=O)c1ccc(O)cc1)Nc1ccc(N2CCCCC2)cc1	-4	-9	-3	-3	0	-2	-4	105	0.4
CCN=C(N/N=C/c1ccc([N+](=O)[O-])cc1)SC	1	-10	-1	-12	-15	8	-1	119	0.5
NS(=O)(=O)c1cccc(NC(=O)COC(=O)COc2ccc3ccccc3c2)c1	-15	3	0	-9	7	1	0	105	3.3
Cc1sc2ncnc(N3CCN(c4ncccn4)CC3)c2c1C	-6	-17	-2	-3	5	-8	0	88	2.6
Cc1cc2cc(C#N)c(NCCNC(=S)NCCCN3CCOCC3)nc2cc1C	0	-6	-1	0	3	-7	-1	126	2.0
Cc1[nH]c2ccccc2c1/C=N/Nc1nc2ccccc2[nH]1	3	8	6	-15	u	4	-27	86	2.9
CCCCCOC(=O)CSc1nc2c(c(=O)[nH]c(=O)n2C)n1Cc1ccc(Cl)cc1	5	-9	10	-16	-12	3	26	100	1.4
N#Cc1nc(COc2ccccc2Cl)oc1NCc1ccc(F)cc1	-1	-19	1	-4	30	8	0	100	4.8
CCN=C1SC(CC(=O)Nc2sc3c(c2C#N)CCCC3)C(=O)N1CC (stereo not drawn)	3	-6	-1	5	9	-2	3	98	2.4
CC(Nc1cc(N2CCN(S(=O)(=O)N(C)C)CC2)ccc1[N+](=O)[O-])c1ccccc1 (stereo not drawn)	-1	-3	0	0	-2	4	15	103	-0.3
O=C(/C=C/c1cccc(Cl)c1)c1ccc([N+](=O)[O-])o1	-1	7	13	-4	13	-1	8	108	2.2
O=[N+]([O-])c1cc([N+](=O)[O-])c(N2CCOCC2)cc1NCc1ccccc1	10	-31	6	-10	60	-6	7	92	-4.2
CC1CC(C)CN(S(=O)(=O)c2ccc3c(c2)CC(C)N3C(=O)C2CC2)C1 (stereo not drawn)	1	-12	1	-4	1	3	1	86	0.9
O=C(Cc1ccccc1F)Nc1ccc2c(c1)CCC2	-5	-3	1	16	5	0	10	99	-1.3
CCN(CC)C(=O)CSc1nc2[nH]ncc2c(=O)[nH]1	-2	5	0	-7	2	-1	8	91	2.5
CCn1nc(NS(=O)(=O)c2ccc(F)cc2)c2cc3cccc(C)c3nc21	0	7	-2	-4	16	-1	3	86	0.5
Oc1ccc(Nc2ncnc3scc(-c4ccccc4)c23)cc1	-1	-12	2	-5	-20	-3	-3	103	2.3
O=S(=O)(c1ccc(F)cc1)N1CCc2ccccc2C1	3	18	-2	2	20	-2	13	92	0.8
COc1ccc(-c2nnnn2C(C)C)cc1	0	-12	-5	0	3	1	0	98	-1.0
Cc1ccc(CSc2nnc3nc(C)cc(C)n23)cc1	0	-4	-1	9	3	9	39	98	0.0
CCc1ccc(CN2CCC(n3nccc3NC(=O)c3ccc4c(c3)OCO4)CC2)cc1	-2	-3	0	-2	8	-2	-3	99	-1.0
CCCn1c(=S)[nH]c2sc3c(c2c1=O)CCCC3	-1	-8	-1	-9	52	-8	-1	96	0.3

An excerpt from above in order of their number in PP5 inh, ascending.
| mol | PP5 inh |
| --- | --- |
| COc1ccc(-c2nnnn2C(C)C)cc1 | -1.0 |
| Cc1ccc(CSc2nnc3nc(C)cc(C)n23)cc1 | 0.0 |
| CCn1nc(NS(=O)(=O)c2ccc(F)cc2)c2cc3cccc(C)c3nc21 | 0.5 |
| CC1CC(C)CN(S(=O)(=O)c2ccc3c(c2)CC(C)N3C(=O)C2CC2)C1 (stereo not drawn) | 0.9 |

(cont.)
SMILES	CTSL1 counter	ZTA DNA inh	PP1 counter	EBNA-1 inhibitor	GASC-1 inh	TPT1 inh	core dimer inh	Yeast superoxide	PP5 inh
COC(=O)c1ccc(NC(=O)Nc2ccc3c(c2)OCO3)cc1	-1	-13	1	-4	9	-2	-10	101	2.5
COc1ccc(S(=O)(=O)N2CCN(C/C=C/c3ccccc3)CC2)cc1F	1	2	-4	-10	x	-2	1	77	3.5
CCCCN1C(N)=NC[C@H]1Cc1ccc(O)cc1	0	15	-1	8	5	-3	-1	99	1.7
CSc1nc2ccc(NC(=O)c3cc4ccccc4o3)cc2s1	2	16	4	18	-2	2	-5	97	-0.5
NC(=NC(=O)c1ccccc1)C1=C(O)CCC1=O	-2	5	-2	-6	6	1	-5	102	-2.5
CC(C)(C)OC(=O)N[C@@H](Cc1ccccc1)C(=O)N1CCC(C(=O)O)CC1	-4	-16	7	-8	-9	2	0	122	2.1
CCOc1ccccc1OCCn1nc2ccccc2n1	0	14	-1	10	12	-1	2	97	-0.5
Cn1ccnc1Sc1ccccc1[N+](=O)[O-]	2	-9	-3	6	1	0	-4	129	0.5
CC(=C/c1ccccc1)/C=N/N1CCN(Cc2ccc(C)cc2)CC1	-2	3	5	8	17	-3	-15	109	1.9
CCCCC(=O)Nc1nnc(C2=COCCO2)o1	-3	11	-6	5	-7	3	0	103	-1.4
CCC/C(=N\NC(=O)c1csc(C)c1C)c1cccs1	3	8	5	-2	40	-2	14	123	1.4
COc1cc(OC)cc(C(=O)NCC(=O)N2CCCCC2)c1	0	17	-3	14	-3	-2	8	87	-0.7
COc1ccc([N+](=O)[O-])cc1NC(=O)c1ccc(Br)s1	18*	2	18*	-5	-13	0	3	106	-0.4
CCC(C(=O)NN1C(=O)c2ccccc2C1=O)c1ccccc1 (stereo not drawn)	-2	1	-1	5	-22	0	-1	91	-0.2
CC(=O)Oc1c(Cl)c(N2CCOCC2)c(OC(C)=O)c2ccccc12	-8	-8	0	-15	4	-1	-9	105	5.1
O=c1[nH]c2ccccc2nc1/C=C/c1ccc(Cl)cc1	1	2	0	2	8	6	19	119	-1.3
COc1ccc2nc(NC(=O)CSc3n[nH]c(N)n3)sc2c1	3	23	-5	-4	5	-3	5	95	0.4
O=C(CC1SC(N2CCOCC2)=NC1=O)Nc1cc([N+](=O)[O-])ccc1Cl (stereo not drawn)	16	-6	-5	-1	-1	3	-1	99	0.5
NS(=O)(=O)c1ccc(C(=O)Nc2ccc(-c3nc4cccnc4s3)cc2)cc1	4	9	-7	26	6	5	21	106	-3.0
O=C(Cc1c(F)c(F)c(F)c(F)c1F)Nc1nc(-c2ccccc2)cs1	6	-19	14	-11	5	-2	-9	154	6.0
COc1cccc(CNC(=O)N2CCN(S(=O)(=O)c3ccc(Cl)cc3)CC2)c1	3	3	0	-3	3	1	-2	77	0.9
FC(F)(F)c1cccc(/C=N/NC(=S)NC2CCCCC2)c1	4	12	8	-1	1	0	6	99	-0.2
OC1(c2cccc(C(F)(F)F)c2)CCN(Cc2nnnn2Cc2ccccc2)CC1	4	11	3	-1	36	-1	5	116	4.7
C=CCN(C(=O)Nc1ccc(F)cc1)C1CC(=O)N(c2ccc(OC)cc2)C1=O (stereo not drawn)	-5	-22	5	-4	6	-4	0	101	0.5
COc1ccc(-n2ncc3c2CC(C)(C)CC3NC(=O)CCC2=NNC(=O)CC2)cc1 (stereo not drawn)	0	-12	2	-6	1	-4	-11	92	-1.5
COc1ccc(-c2cc3cc(OC)c(OC)cc3c(C)n2)cc1C	5	10	-1	2	0	0	4	99	4.7
O=C(OCN1C(=O)c2ccccc2C1=O)c1cccc(OC(F)F)c1	-13	14	1	8	5	-5	3	94	1.2
O=C(Cn1c(=O)n(CCc2c[nH]c3ccccc23)c(=O)c2cccnc21)Nc1ccccc1F	4	7	-1	3	-12	-3	15	105	2.4
CCOCCCNC(=O)C(c1ccccc1)N(Cc1cccs1)C(=O)CNC(C)=O (stereo not drawn)	3	-9	2	1	0	0	-13	80	0.5
Cc1cccc(-n2c(=S)[nH]c3nc4c(cc3c2=O)COC(C)(C)C4)c1	-4	-14	-2	-6	-4	-4	-3	90	-0.3
COc1ccc2ccccc2c1CN(C)Cc1ccccc1	0	-8	1	0	18	-4	1	99	2.4
CN(C)c1ccc(C(=O)Nc2nc3c(s2)CCCC3)cc1	0	-7	3	7	3	3	0	95	2.8
COc1ccc(CNC(=O)CSCc2cnn(-c3ccccc3)c2-n2cccc2)cc1	1	-6	1	7	-16	2	5	105	4.8
Cc1cc(C(=O)OCC(=O)N2CCOCC2)ccc1[N+](=O)[O-]	-2	8	-1	-2	2	1	0	90	-2.4
S=c1[nH]nc(Cc2cccs2)n1-c1ccccc1Cl	9	1	-1	-3	-7	1	-2	108	0.8
CCOc1ccccc1NC(=O)C1CCN(c2nc(-c3ccc(OC)cc3)no2)CC1	1	1	-1	-1	-16	2	9	86	1.6
COc1ccccc1NC(=O)Cn1nc(-c2ccncc2)nc1SCC(=O)NC1CCCC1	-2	-21	-2	12	3	2	-4	98	11*
COC(=O)c1sc2ncn(CC(=O)N(C)C3CCCCC3)c(=O)c2c1C	3	13	1	1	-2	2	7	97	1.2
CCOCCCNC(=O)C(c1ccc(Cl)cc1)N1CCC2(CC1)OCCO2 (stereo not drawn)	0	-11	1	-4	-8	3	0	90	0.2
O=C(Nc1ccc(F)cc1)c1ccc(Cn2cnnn2)cc1	1	-14	-2	0	-6	-3	-3	94	1.5
CCN(C(=O)COC(=O)c1cc(-c2ccc(C)o2)nc2ccccc12)C1CCS(=O)(=O)C1 (stereo not drawn)	-6	6	-2	1	9	8	10	109	0.2

PP5 inh, what is marked active above.
SMILES,EBNA-1 inhibitor,GASC-1 inh,TPT1 inh,core dimer inh,PP5 inh
COc1ccccc1NC(=O)Cn1nc(-c2ccncc2)nc1SCC(=O)NC1CCCC1,12,3,2,-4,11*

Screening results (PubChem)
